Autophagy HCS – alters autophagy in cells. calls only at 10 µM (by protocol). MEF GFP-LC3 puncta imaging; test concentration mostly 10 µM. hit rate 0.98% among 190,000;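 active means percentage of spot-positive cells more than 3 SD above its plate mean, without a fluorescence outlier flag or 80% toxicity; inconclusive means no clear call, values can overlap the other calls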;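 further: spot-positive cell cutoff set from DMSO-treated cells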
West Nile antiviral – West Nile virus antiviral activity, cell-based, CPE readout (AID 1621); West Nile virus-infected cells, CPE inhibition; higher % means a stronger effect; hit rate 0.02% among 290,000; CPE inhibition, % at 10 µM; hits with a dose series show IC50 in µM; in the data active means a potency from the dose series; inconclusive means CPE inhibition mostly from about 3.7% at the one dose, without a potency; inactive means the rest, 99 in 100 with CPE inhibition below about 2.2%; further: strong numbers were not always called active
Lipid droplet – hepatic lipid droplet formation modulation; AML12 mouse hepatocytes, oleate lipid droplets, BODIPY imaging; inhibition, % at 6.5 µM; hit rate 0.4% among 240,000;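 active means lipid droplet intensity inhibited by at least 50%, with more than 500 cells counted; inconclusive means wells with under 300 cells, treated as cytotoxic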
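Test system: AML12 mouse liver cells; schedule: overnight exposure; technique: high-content imaging of BODIPY-stained droplets and DAPI nuclei; read-out: % inhibition of corrected integrated BODIPY droplet signal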
MT stabilize HCS – microtubule stabilization, imaging screen; % tubulin-high responders, % at 10 µM; hit rate 0.83% among 200,000; HeLa tubulin immunostaining HCS, 24 h; share of cells brighter than vehicle mean+2SD; AID 2205;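 active means plate Z-score above 3 for both tubulin-high and condensed-nucleus cell shares, with cell loss under 80%, at 10 µM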;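 further: anti alpha tubulin signal scored within the nucleus-defined area of each cell; some results filed as inactive read as strong as hits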
Insulin prom up – MIN6 insulin promoter up-regulation | hit rate 0.3% among 190,000 | z-score at 5 µM | MIN6 insulin promoter-GFP reporter, high-content imaging; stronger effect = higher value | AID 1625;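 active means z-score above 3 at 5 µM with at least 500 cells counted in the well; inconclusive means wells under 500 cells, flagged as cytotoxic or low count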
Myeloid diff 2 – promotes myeloid progenitor differentiation | ER-HoxA9 myeloid progenitors, lysozyme-GFP differentiation, flow cytometry | calls only at 10 µM | hit rate 1% among 360,000 | AID 624256;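 active means normalized GFP-positive differentiation at or above the plate's own cutoff, the solvent-only control mean plus 3 SD; inconclusive means no clear call, values can overlap the other calls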;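 further: cells exposed to compound for four days before flow analysis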
WT yeast gro inh – growth inhibition of WT yeast, mitochondrial fusion screen. inhibition, % at 10 µM. hit rate 2.1% among 190,000. mitochondrial fusion phenotypic screen, WT strain. AID 1362; in the data active means inhibition above about 58%; tested in S. cerevisiae
b-catenin transl – modulators of beta-catenin nuclear translocation | HeLa beta-catenin nuclear translocation, immunofluorescence imaging | nuclear translocation activity, % at 5 µM | hit rate 0.3% among 190,000 | AID 1665;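 active means nuclear translocation activity above 50% at 5 µM, with a well cell count of 50 or more; inconclusive means wells under 50 cells across six images, flagged as toxic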;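 further: per-cell ratio of nuclear to cytoplasmic median beta-catenin stain intensity; plate controls were DMSO negative control for no effect and GSK-3 inhibitor IX positive control for full effect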
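System: Human HeLa cells, endogenous beta-catenin | Compound dosing: 5 µM primary, 0.02–20 µM confirmation | Timing: 24 h compound exposure at 37°C, 5% CO2 | Measured by: Fluorescence imaging of beta-catenin antibody stain plus DAPI | Read-out basis: % activation of per-cell nuclear versus cytoplasmic median beta-catenin signal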
T cell HTS – T cell immune modulation candidate | 2C CD8+ T cell-vesicle binding, flow cytometry; stronger effect = lower value | calls only at 7 µM | hit rate 0.068% among 330,000 | AID 2052;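 active means response, share of CD8 T cells binding vesicles, and their 90th percentile fluorescence all below set limits, cut at about 80% in these data, passing the limit was not always enough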
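System: murine 2C transgenic CD8+ T lymphocytes; also added: QL9-loaded Drosophila micro-vesicles; times: binding 1.5 h at 37 °C; measured by: flow cytometry, PE anti-B7-1 (FL2) versus Alexa647 anti-CD8 (FL8), PFA-fixed; control set: Peptide-free naked vesicles (low) and QL9 vesicles with 0.7% DMSO vehicle (high)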
WT yeast gro inh mutant strain – recorded beside WT yeast gro inh, whose call it bears; inhibition, %; mitochondrial fusion phenotypic screen, mutant strain inhibition
Insulin prom up cell count – also measured in Insulin prom up; calls as there; cell count; measured here: cytotoxicity, nuclei count;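 total cells summed across four imaged fields per well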
Lipid droplet cells 6.5 µM – also measured in Lipid droplet; calls as there; cell count; measured here: cell count, cytotoxicity flag;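 cells counted across two imaged fields per well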
b-catenin transl cell count 5 µM – recorded beside b-catenin transl, whose call it bears; cell count; measured here: cell count, cytotoxicity flag
T cell HTS vesicle-bound % – recorded beside T cell HTS, whose call it bears; double positive events, %; measured here: CD8+ vesicle-bound cell fraction;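 binding gate set so that unloaded-vesicle control wells show 10% double positive cells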
MT stabilize HCS Hoechst-high % – recorded beside MT stabilize HCS, whose call it bears; % Hoechst-high responders; measured here: nuclear condensation Hoechst responders;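 share of cells brighter than vehicle mean plus two SD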
MT stabilize HCS cytotoxicity % – further read-out of MT stabilize HCS, marked with its call; toxicity, %; measured here: cytotoxicity by cell density;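 0% = mean cell density of plate MIN control wells and 100% = no cells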
Autophagy HCS cell loss 18 h – second read-out of Autophagy HCS, no call of its own (marks repeat the call); toxicity, %; measured here: cell loss, nuclei count;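 cell loss after 18 h compound exposure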
Myeloid diff 2 GFP+ MAC1+ % – further read-out of Myeloid diff 2, marked with its call; GFP+ MAC1+ double positive, %; measured here: differentiation confirmed by MAC1 staining
Active calls of the source: *; i = inactive; ? = inconclusive; . = not tested or not shown.

SMILES	Autophagy HCS	Autophagy HCS cell loss 18 h	West Nile antiviral	Lipid droplet	Lipid droplet cells 6.5 µM	MT stabilize HCS	MT stabilize HCS Hoechst-high %	MT stabilize HCS cytotoxicity %	Insulin prom up	Insulin prom up cell count	Myeloid diff 2	Myeloid diff 2 GFP+ MAC1+ %	WT yeast gro inh	WT yeast gro inh mutant strain	b-catenin transl	b-catenin transl cell count 5 µM	T cell HTS	T cell HTS vesicle-bound %
CC(C)CC(=O)N1CCC(N(CCc2ccccc2)Cc2ccccc2)CC1	.	.	-1.3%	-15	822	.	.	.	.	.	i	0.1	.	.	.	.	i	47
CCCCNC(=S)Nc1cccc2cnccc12	i	-7	-1.2%	-36	637	3.0	3.5	8.7	-0.58	1551	i	0.4	-9	5	0.2	1087	i	29
Cc1ccc(-n2ncc3c2CCCC3NC(=O)c2ccoc2)cc1C (stereo not drawn)	.	.	-0.8%	24	850	.	.	.	.	.	i	1.8	.	.	.	.	i	61
CC(=O)N1CCc2ccc(S(=O)(=O)N3CCc4ccccc43)cc21	i	-13	-1.1%	.	.	2.7	2.3	0.3	-0.05	1364	i	0.2	7	-4	0.4	1539	i	22
C/C(=N\NC(=O)COc1ccc(C)cc1[N+](=O)[O-])c1cccs1	i	13	-0.2%	3	701	2.7	1.4	0.1	0.52	971	i	0.3	-3	4	2.0	1011	i	55
Cc1nn(-c2ccccc2)c2[nH]c(C(F)(F)F)cc(=O)c12	i	-1	0.5%	1	759	1.7	2.1	0.9	0.22	1328	i	0.5	12	33	-0.4	981	i	34
COc1cc(/C=C2/SC(=S)N(CCC(=O)Nc3ccc(C(=O)O)cc3)C2=O)cc(OC)c1OC	.	.	-0.3%	-6	723	.	.	.	.	.	i	1.4	.	.	.	.	i	59
Cc1nn(-c2ccccc2)c(C)c1P(=O)(c1ccccc1)N(C)C (stereo not drawn)	i	-13	-0.4%	.	.	1.8	1.8	5.9	-1.5	847	i	6.9	-9	-29	0.5	1084	i	33
O=C(c1ccc(Br)o1)N(c1ccc(Br)cc1)C1C=CS(=O)(=O)C1 (stereo not drawn)	i	-1	-1.3%	-3	675	2.3	1.5	6.8	0.01	1839	i	0.4	8	14	-1.5	1120	i	30
COc1ccc(/C=C2\CCc3ccccc3C2=O)cc1OC	i	4	-0.4%	.	.	0.8	1.1	5.0	-0.29	932	i	4.7	0	4	-0.7	893	i	20
CCOC(=O)C1=C(C)NC2=C(C(=O)CC(C)(C)C2)C1c1coc2ccccc2c1=O (stereo not drawn)	i	45	0.0%	-30	703	3.3	1.6	9.2	0.01	1234	i	6.8	-1	-6	0.5	1187	i	29
CCOc1cc(S(=O)(=O)NCCCn2ccnc2)ccc1Cl	.	.	-1.9%	-8	807	.	.	.	.	.	i	0.4	.	.	.	.	i	18
O=C(Cc1ccccc1)NCC(=O)N/N=C/c1ccc(Cl)cc1	i	-7	-0.6%	-2	704	2.4	1.7	6.0	-0.18	1321	i	0.5	5	6	-1.3	1040	i	13
CC1(C)CC(=O)C(C(N)=NC(=O)c2ccc([N+](=O)[O-])cc2)=C(O)C1	i	-2	-0.6%	7	766	2.2	1.7	5.8	-0.65	1152	i	0.3	-3	-8	0.6	1042	i	26
COCc1nnc(NC(=O)c2cccc(NC(=O)c3ccccc3)c2)s1	.	.	0.2%	1	877	.	.	.	.	.	i	0.5	.	.	.	.	i	2
Cc1ccc(NC2CC(=O)N(c3ccc(N4CCCCC4)cc3)C2=O)cc1 (stereo not drawn)	i	4	-0.1%	6	759	3.4	2.4	3.9	1	1156	i	4.3	-2	10	2.0	1114	i	37
Cc1nnc(SCC(=O)Nc2ccc(Cl)cn2)[nH]c1=O	i	-3	0.1%	16	768	2.7	1.7	6.0	.	.	i	0.6	-1	5	1.1	536	i	60
CCc1ccccc1NC(=O)CN(C)C(=O)CN1C(=O)NC2(CCCCCC2)C1=O	i	8	-0.6%	-2	729	3.8	2.2	12	0.39	888	i	8.6	7	14	-6.0	1223	i	24
CC(Sc1nncn1C)C(=O)Nc1ccccc1-c1ccccc1 (stereo not drawn)	i	15	0.0%	.	.	4.8	2.3	7.6	0.22	1421	i	3.0	-24	-9	-6.7	929	i	36
COc1ccc(CNC(=O)CCC(=O)N2CCN(S(=O)(=O)c3ccc(Cl)cc3)CC2)cc1	i	10	-0.1%	-22	608	4.4	3.1	6.0	0.45	1226	i	0.0	-5	11	-3.2	1056	i	36
O=C(NCC1CCCO1)c1ccc(/C=N/O)nc1 (stereo not drawn)	i	5	-0.2%	.	.	3.4	2.7	9.2	0.6	1529	i	0.6	9	16	-2.3	1010	i	50
N#CCC(=O)NCCCOC(=O)Nc1ccc(Cl)c(Cl)c1	i	2	-0.4%	.	.	4.6	3.6	6.0	0.12	1046	i	0.9	28	15	-0.1	1192	i	24
CCOc1cc2[nH]c(=S)n(Cc3ccc(C(=O)N4CCN(C)CC4)cc3)c(=O)c2cc1OCC	.	.	-0.4%	-23	648	.	.	.	.	.	i	0.9	.	.	.	.	i	3
CCCN1CCC(NC(=O)C2CC=CCC2C(=O)O)CC1 (stereo not drawn)	.	.	0.0%	4	703	.	.	.	.	.	i	0.8	.	.	.	.	i	16
CC1(C)Cc2c(c(N3CCOCC3)nc3sc4c(NN)ncnc4c23)CS1	i	3	1.5%	7	743	2.1	2.4	4.4	-0.57	947	i	0.4	11	1	2.0	1222	i	34
The list continues.
SMILES	Autophagy HCS	Autophagy HCS cell loss 18 h	West Nile antiviral	Lipid droplet	Lipid droplet cells 6.5 µM	MT stabilize HCS	MT stabilize HCS Hoechst-high %	MT stabilize HCS cytotoxicity %	Insulin prom up	Insulin prom up cell count	Myeloid diff 2	Myeloid diff 2 GFP+ MAC1+ %	WT yeast gro inh	WT yeast gro inh mutant strain	b-catenin transl	b-catenin transl cell count 5 µM	T cell HTS	T cell HTS vesicle-bound %
CCN(CC)C(=O)N1CCN(C(=O)N2CCOCC2)CC1	i	-9	-0.4%	-1	693	4.0	0.8	11	-0.08	1508	i	1.6	4	-6	0.3	1452	i	25
O=C(NCCc1ccccn1)c1ccc2nc(Cc3ccccc3F)oc2c1	.	.	0.5%	10	710	.	.	.	.	.	i	0.5	.	.	.	.	i	36
COc1ccc(C2C(O)C(c3c[nH]c4ccccc34)=NN2C(=O)CCl)cc1 (stereo not drawn)	.	.	-1.0%	-23	495	.	.	.	.	.	?	.	.	.	.	.	i	14
O=C1CC(SC(=Nc2ccccc2)Nc2ccccc2)C(=O)N1c1ccc(Cl)cc1 (stereo not drawn)	i	-2	0.0%	.	.	2.0	0.9	8.9	0.74	1357	i	1.2	4	-18	0.9	1302	i	6
O=C(Cc1cccs1)NCCn1ccc2ccccc21	i	-8	0.0%	-18	686	1.8	2.3	10	0.4	1590	i	2.4	10	0	-1.0	1048	i	34
O=C(NCCN1CCOCC1)c1ccccc1N1C(=O)[C@@H]2Cc3c([nH]c4ccccc34)C(c3ccccc3)N2C1=O (stereo partly drawn)	.	.	0.1%	-1	735	.	.	.	.	.	i	2.4	.	.	.	.	i	13
COc1cc(C2C(C(C)=O)=C(O)C(=O)N2c2ccc(C)cc2)ccc1O (stereo not drawn)	i	1	1.0%	12	709	3.0	1.4	3.0	-0.4	1850	i	0.4	11	19	0.6	1018	i	32
c1ccc(-c2ccc(CN3CCSCC3)cc2)cc1	.	.	-1.1%	-1	796	.	.	.	.	.	i	0.7	.	.	.	.	i	31
CCCNC(=O)NC(=O)CSc1nc(C)cs1	i	-15	1.1%	0	689	1.4	1.8	3.8	-0.14	1206	i	0.2	-15	2	-0.9	1126	i	46
CC(C)CC(C(=O)N1CCc2ccccc2C1)N1C(=O)c2ccccc2C1=O (stereo not drawn)	i	0	-0.6%	-26	798	2.4	1.3	1.3	.	.	i	1.2	1	-20	-12	1177	i	51
COc1ccccc1/C=C/C=N/n1c(-c2ccc(F)cc2)n[nH]c1=S	.	.	0.2%	8	740	.	.	.	1.2	1456	i	0.4	.	.	0.0	1064	i	22
O=C(Cn1ccc(C(F)(F)F)n1)N=Nc1c(O)[nH]c2ccccc12	i	4	0.3%	-2	727	2.8	1.6	0.7	-0.06	1403	i	0.2	17	14	-1.0	1129	i	31
O=C(NCc1cccc(Cl)c1)c1ccc2ccccc2n1	.	.	0.1%	2	777	.	.	.	.	.	i	0.8	.	.	.	.	i	9
COC(=O)C1=CN(Cc2ccc(OC)c(OC)c2)C=C(C(=O)OC)C1c1cccc(OC)c1OC	.	.	-0.4%	-5	803	.	.	.	.	.	i	0.5	.	.	.	.	i	6

Reprinted at random: 4 entries already listed, in no set order.
SMILES	Autophagy HCS	Autophagy HCS cell loss 18 h	West Nile antiviral	Lipid droplet	Lipid droplet cells 6.5 µM	MT stabilize HCS	MT stabilize HCS Hoechst-high %	MT stabilize HCS cytotoxicity %	Insulin prom up	Insulin prom up cell count	Myeloid diff 2	Myeloid diff 2 GFP+ MAC1+ %	WT yeast gro inh	WT yeast gro inh mutant strain	b-catenin transl	b-catenin transl cell count 5 µM	T cell HTS	T cell HTS vesicle-bound %
CCCCNC(=S)Nc1cccc2cnccc12	i	-7	-1.2%	-36	637	3.0	3.5	8.7	-0.58	1551	i	0.4	-9	5	0.2	1087	i	29
COc1ccc(/C=C2\CCc3ccccc3C2=O)cc1OC	i	4	-0.4%	.	.	0.8	1.1	5.0	-0.29	932	i	4.7	0	4	-0.7	893	i	20
c1ccc(-c2ccc(CN3CCSCC3)cc2)cc1	.	.	-1.1%	-1	796	.	.	.	.	.	i	0.7	.	.	.	.	i	31
COc1ccc(C2C(O)C(c3c[nH]c4ccccc34)=NN2C(=O)CCl)cc1 (stereo not drawn)	.	.	-1.0%	-23	495	.	.	.	.	.	?	.	.	.	.	.	i	14

This is a random part of the collection. About 3.9% of those tested had a hit in this group.
